Screens: PubChem, Broad Institute
Statin myotox sup: suppression of simvastatin myotoxicity. C2C12 myotubes + simvastatin, ATP luminescence, 48 h; scaled: DMSO 0, geranylgeraniol control 100. rescue of ATP level, % at 7.49 µM. 0.78% of 330,000 active. AID 602340;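 active means mean ATP rescue above about 67%, or every replicate alone reaching that limit, limit read from the data, passing the limit was not always enough; inconclusive means no clear call, values can overlap the other calls; inactive means mean under the limit and some replicate under it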;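 further: myotubes were challenged with 10 µM simvastatin during compound exposure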
SIRT5 inh: inhibitors of human sirtuin-5 desuccinylase; Purified SirT5, succinyl-peptide AMC, trypsin-coupled fluorescence; 1.1% of 330,000 active; AID 652115; Q9NXA8; inhibition, % at 15 µM; in the data active means inhibition above about 15%; inconclusive means no clear call, values can overlap the other calls
Target sequence (Q9NXA8 whole entry, looked up): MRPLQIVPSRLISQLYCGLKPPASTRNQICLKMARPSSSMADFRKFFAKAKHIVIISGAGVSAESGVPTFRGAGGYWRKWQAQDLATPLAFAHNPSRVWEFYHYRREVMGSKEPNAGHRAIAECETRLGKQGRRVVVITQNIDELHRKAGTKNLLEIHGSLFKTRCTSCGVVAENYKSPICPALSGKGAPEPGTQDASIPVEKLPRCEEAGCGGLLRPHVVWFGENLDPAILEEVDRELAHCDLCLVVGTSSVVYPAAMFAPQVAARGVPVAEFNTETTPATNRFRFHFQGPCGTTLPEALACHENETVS
E-selectin induc: E-selectin induction on HUVECs | P16581 | HUVEC E-selectin immunofluorescence imaging; normalized: neutral wells 0, TNF-alpha wells 100 | activation, % at 7.58 µM | 0.37% of 260,000 active | AID 686992;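 active means mean E-selectin-positive cell signal at least 10% of the positive control, reached in at least 60% of replicates, without over 20% cell loss; inconclusive means no rule given, readout overlaps actives, possibly toxicity-flagged; inactive means the rest, including those meeting only one limit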;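 further: in these data hits start at about 27%; measured in HUVEC primary endothelial cells; signal is the percent of cells scored E-selectin positive by PE staining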
Target sequence (P16581 whole entry, looked up): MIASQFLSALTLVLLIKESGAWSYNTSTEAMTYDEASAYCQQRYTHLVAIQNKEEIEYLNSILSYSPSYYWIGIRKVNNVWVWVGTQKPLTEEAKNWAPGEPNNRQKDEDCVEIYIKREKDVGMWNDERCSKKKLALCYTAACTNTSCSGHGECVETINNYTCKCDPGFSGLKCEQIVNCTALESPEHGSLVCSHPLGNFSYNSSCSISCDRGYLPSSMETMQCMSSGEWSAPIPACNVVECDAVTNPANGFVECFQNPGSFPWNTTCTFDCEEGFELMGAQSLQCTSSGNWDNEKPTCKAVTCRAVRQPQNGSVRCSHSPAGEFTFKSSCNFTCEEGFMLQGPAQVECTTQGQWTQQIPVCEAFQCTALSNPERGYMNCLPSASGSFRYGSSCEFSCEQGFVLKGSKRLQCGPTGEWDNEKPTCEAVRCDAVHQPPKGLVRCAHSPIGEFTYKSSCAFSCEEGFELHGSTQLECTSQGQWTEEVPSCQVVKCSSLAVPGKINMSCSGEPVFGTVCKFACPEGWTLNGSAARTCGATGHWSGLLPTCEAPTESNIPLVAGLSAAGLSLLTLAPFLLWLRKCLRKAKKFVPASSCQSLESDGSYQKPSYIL
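Assay system: HUVEC, human umbilical vein endothelial cells / Amount: 3,000 HUVEC/well / Controls: TNF-alpha positive control, DMSO neutral control / Compound dosing: single concentration / Medium: EGM-2 over gelatin coat / Evaluation: percent E-selectin-positive cells / Signal: immunofluorescence imaging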
ERp5 inh: ERp5 (human) disulfide isomerase inhibition; Q15084; ERp5 insulin aggregation, absorbance 650 nm, 90 min; inhibition, % at 9.99 µM; 0.05% of 350,000 active; AID 651711;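 active means mean replicate inhibition above about 25%, with every replicate also reaching it, limit read from the data, passing the limit was not always enough; inconclusive means only one of those two criteria met; inactive means neither criterion met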
S100A4 inh HTS: S100A4-myosin IIA interaction inhibition; AID 652163; P26447; inhibition, % at 10.7 µM; 0.14% of 360,000 active; S100A4/TAMRA-MyoIIA peptide fluorescence polarization;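 active means mean inhibition of at least 70% across replicates, with every replicate also reaching that level; inconclusive means mean inhibition reaches 70% but some replicates fall short; inactive means mean inhibition below 70%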
Target sequence (P26447 whole entry, looked up): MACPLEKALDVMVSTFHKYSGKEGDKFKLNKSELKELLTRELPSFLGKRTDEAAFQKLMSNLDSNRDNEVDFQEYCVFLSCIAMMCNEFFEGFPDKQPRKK
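Test system: S100A4 monomer protein; Medium: HEPES pH 7.2 with CaCl2, KCl, NaCl, DTT, Triton; Probe or stimulus: TAMRA-labelled myosin IIA heavy-chain peptide probe, 5 nM; Doses: one dose per compound; Times: polarization read 5 min after assay mix addition, stable 5–60 min; Benchmarks: neutral control DMSO, positive control TFP.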
PglD inh: inhibitors of Campylobacter jejuni PglD acetyltransferase; purified PglD enzyme, DTNB colorimetric CoA detection; inhibition, % at 12.5 µM; 0.098% of 360,000 active; in the data active means inhibition above about 16%, passing the limit was not always enough; inconclusive means no clear call, values can overlap the other calls; further: strong numbers were not always called active
DENV2 CPE rescue: protects cells from dengue virus 2 cytopathic effect; DENV2-infected cells, cytopathic effect rescue, plate reader; CPE inhibition, % at 9.99 µM; 1.7% of 350,000 active; AID 651640; in the data active means CPE inhibition above about 20%, passing the limit was not always enough; inconclusive means no clear call, values can overlap the other calls; tested in BHK-21 cells;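 further: 0% = median of neutral control wells and 100% = median of positive control wells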
* marks the source's active call; other numbers are inactive results. A portion of the library (hit frequency here may not be typical).

Screening O=c1c2ccccc2nc2c3ccccc3cnn12 returned Statin myotox sup 0, SIRT5 inh -2, E-selectin induc 0.4, ERp5 inh 2, S100A4 inh HTS -4 and DENV2 CPE rescue 1.
Screening Cc1ccc(S(=O)(=O)Nc2cccc3c2O[C@H](CN(C)Cc2ccc(C(=O)O)cc2)[C@@H](C)CN([C@@H](C)CO)C3=O)cc1 returned Statin myotox sup 0, SIRT5 inh -4, E-selectin induc 1.2, ERp5 inh 3, S100A4 inh HTS -5, PglD inh -5 and DENV2 CPE rescue 13.
`C[C@@H]1CN([C@H](C)CO)C(=O)c2cc(NC(=O)Nc3ccc4c(c3)OCO4)ccc2O[C@@H](C)CCCCO[C@H]1CN(C)Cc1ccc(Cl)c(Cl)c1` gave SIRT5 inh -4, E-selectin induc 1.5, ERp5 inh 1, S100A4 inh HTS 10, PglD inh -1 and DENV2 CPE rescue 2.
`Cc1noc(C)c1NC(=O)Nc1cccc2c1O[C@H](CN(C)C(=O)Nc1c(C)noc1C)[C@H](C)CN([C@H](C)CO)C2=O` gave Statin myotox sup 5, SIRT5 inh -6, E-selectin induc -0.3, ERp5 inh -2, S100A4 inh HTS -9, PglD inh 1 and DENV2 CPE rescue 7.
Cc1ccc(S(=O)(=O)N2CCN(C(=O)C3CSC4(C)CCC(=O)N34)CC2)cc1C (centres undefined) was read as Statin myotox sup -2, SIRT5 inh -6, E-selectin induc -0.1, ERp5 inh 3, S100A4 inh HTS -5, PglD inh 6 and DENV2 CPE rescue inconclusive.
Screening CCOC(=O)c1sc(=NC(=O)c2ccc(Cl)s2)n(C)c1C returned SIRT5 inh -2, ERp5 inh -2, S100A4 inh HTS -6 and DENV2 CPE rescue 0.
Screening C[C@@H]1CN([C@@H](C)CO)S(=O)(=O)c2ccc(C#Cc3ccccn3)cc2O[C@@H]1CN(C)C returned Statin myotox sup 8, SIRT5 inh -1, E-selectin induc 0.0, ERp5 inh 0, S100A4 inh HTS 12, PglD inh 2 and DENV2 CPE rescue 1.
Screening COc1ccccc1NC(=O)N1CC(=O)N2[C@H](C1)[C@@H](c1ccc(C#Cc3ccccc3)cc1)[C@@H]2CO returned SIRT5 inh 8, E-selectin induc -0.5, ERp5 inh -3, S100A4 inh HTS -2 and DENV2 CPE rescue 0.
`CCCNC(=O)Nc1ccc2c(c1)C(=O)N(C)C[C@@H](OC)[C@H](C)CN(C(=O)C1CC1)[C@@H](C)CO2` gave Statin myotox sup -3, SIRT5 inh -5, E-selectin induc -0.1, ERp5 inh -2, S100A4 inh HTS 6, PglD inh 4 and DENV2 CPE rescue 9.
`COCCn1c(C)cc(/C=C2/SC(=O)N(CC(=O)N3CCCC3)C2=O)c1C` gave Statin myotox sup 9, SIRT5 inh -2, ERp5 inh -3, S100A4 inh HTS -19, PglD inh -3 and DENV2 CPE rescue inconclusive.
CCSC1=NCCN1C(=O)c1ccc(S(=O)(=O)N(CC)CC)cc1 was read as SIRT5 inh -2, ERp5 inh 2, S100A4 inh HTS -2 and DENV2 CPE rescue -2.
`COc1cc(NS(=O)(=O)c2ccc3[nH]c(=O)oc3c2)cc(OC)c1` gave SIRT5 inh 0, ERp5 inh 3, S100A4 inh HTS -3 and DENV2 CPE rescue 13.
Screening CCOC(=O)c1ccc(S(=O)(=O)N2CCN(CCC#N)CC2)cc1 returned Statin myotox sup 0, E-selectin induc 0.2, ERp5 inh -9, S100A4 inh HTS -2, PglD inh 1 and DENV2 CPE rescue 6.
`CN(CC(=O)Nc1cccc(F)c1)CC(=O)Nc1ccccc1-c1ccccc1` gave SIRT5 inh -3, E-selectin induc -0.3, ERp5 inh 3, S100A4 inh HTS -1 and DENV2 CPE rescue 9.
`NS(=O)(=O)c1ccc(NC(NC(=O)c2cccnc2)C(Cl)(Cl)Cl)cc1` (centres undefined) gave Statin myotox sup -6, SIRT5 inh -3, E-selectin induc 0.1, ERp5 inh 3, S100A4 inh HTS 0, PglD inh -3 and DENV2 CPE rescue -4.
Screening Cc1cc(C)c2c(CN3CCCCC3C)cc(=O)oc2c1 (centres undefined) returned Statin myotox sup -22, SIRT5 inh 1, E-selectin induc 0.2, ERp5 inh 3, S100A4 inh HTS -1, PglD inh -8 and DENV2 CPE rescue -1.
For COc1ccc(NC(=O)CN(C)C(=O)Cc2ccc3c(c2)OCCO3)cc1 the results were Statin myotox sup 19, SIRT5 inh -1, ERp5 inh 1, S100A4 inh HTS 2, PglD inh 10 and DENV2 CPE rescue -15.
Screening COc1cccc(-c2ccc3c(c2)[C@H]2[C@H](CCN2S(=O)(=O)c2cccc(OC)c2)[C@@H](CO)N3)c1 returned Statin myotox sup 9, SIRT5 inh 9, E-selectin induc -0.6, ERp5 inh 1, S100A4 inh HTS -4, PglD inh -1 and DENV2 CPE rescue -24.
`Cc1cc(C)c(C)c(S(=O)(=O)Nc2ccccc2C(=O)NCCCN2CCOCC2)c1C` gave Statin myotox sup 7, SIRT5 inh -7, E-selectin induc 0.5, ERp5 inh -3, S100A4 inh HTS -2, PglD inh -3 and DENV2 CPE rescue 11.
Screening Cn1nc(C(=O)NCCc2ccc(Cl)cc2)c2c1-c1ccccc1S(=O)(=O)C2 returned Statin myotox sup -45, SIRT5 inh -1, S100A4 inh HTS 3, PglD inh 2 and DENV2 CPE rescue -1.
For CCCCCCc1ccc(N2C[C@H](Cc3ccccc3)[C@@H](CC(=O)Nc3ccccc3)C2=O)cc1 the results were Statin myotox sup 16, SIRT5 inh -3, E-selectin induc 0.1, ERp5 inh -8, S100A4 inh HTS -17 and PglD inh 2.
Screening O=S(=O)(NC1CCCCC1N1CCCCC1)c1ccccc1 (centres undefined) returned Statin myotox sup 2, SIRT5 inh -1, E-selectin induc 0.2, ERp5 inh 5, S100A4 inh HTS -8, PglD inh 1 and DENV2 CPE rescue 1.
CO[C@@H]1CN(C)C(=O)c2cc(NC(C)=O)ccc2OC[C@H](C)N(Cc2cccc(F)c2)C[C@H]1C was read as Statin myotox sup 10, SIRT5 inh -1, E-selectin induc 0.0, ERp5 inh 3, S100A4 inh HTS 2, PglD inh -1 and DENV2 CPE rescue -2.
For O=C(Cn1c(NCCO)nc2ccccc21)c1ccco1 the results were Statin myotox sup 0, SIRT5 inh -3, ERp5 inh -4, S100A4 inh HTS -2, PglD inh -3 and DENV2 CPE rescue 2.
Screening COc1cc(C2C(C#N)=C(C)NC3=C2C(=O)c2ccccc23)cc(OC)c1OC (centres undefined) returned Statin myotox sup -101, SIRT5 inh -2, ERp5 inh -5, S100A4 inh HTS 1, PglD inh -2 and DENV2 CPE rescue -1.
COC(=O)Cc1cc(OC)c(OC)cc1S(=O)(=O)N(C)C was read as SIRT5 inh -2, ERp5 inh -1, S100A4 inh HTS 1 and DENV2 CPE rescue -4.
`O=C(Nc1ccc(F)cc1)C1CCCN(S(=O)(=O)c2ccc3[nH]c(=O)ccc3c2)C1` (centres undefined) gave Statin myotox sup 2, ERp5 inh 1, S100A4 inh HTS -3, PglD inh -1 and DENV2 CPE rescue 115*.
Screening CC(C)c1ccc(-c2nnn(CC(=O)N3CCCCC3)n2)cc1 returned Statin myotox sup 26, SIRT5 inh -1, ERp5 inh 3, S100A4 inh HTS 1, PglD inh 5 and DENV2 CPE rescue -1.
`O=C1OCCN1C(=O)[C@H]1[C@H](c2ccc([N+](=O)[O-])cc2)C(c2ccc(F)cc2)=NN1c1ccccc1` gave Statin myotox sup -1, SIRT5 inh -4, E-selectin induc 5.3, ERp5 inh 2, S100A4 inh HTS -2, PglD inh 3 and DENV2 CPE rescue 10.
For C[C@H](CO)N1C[C@H](C)[C@@H](CN(C)C(=O)NC2CCCCC2)Oc2ccc(NS(=O)(=O)c3ccc(Cl)cc3)cc2C1=O the results were Statin myotox sup -14, SIRT5 inh -1, E-selectin induc -12, ERp5 inh -1, S100A4 inh HTS -3, PglD inh -3 and DENV2 CPE rescue -2.
C[C@@H]1CN([C@H](C)CO)C(=O)c2cc(C#CCc3ccccc3)cnc2O[C@H]1CN(C)C(=O)C1CCC1 was read as Statin myotox sup -61, SIRT5 inh -5, E-selectin induc 0.8, ERp5 inh 1, S100A4 inh HTS -13, PglD inh -1 and DENV2 CPE rescue -2.
Screening COc1cccc(NC(=O)CC(c2ccc(OC(C)C)cc2)c2ccccc2OC)c1 (centres undefined) returned SIRT5 inh -1, E-selectin induc inconclusive, ERp5 inh 0, S100A4 inh HTS -1, PglD inh -7 and DENV2 CPE rescue inconclusive.
Screening COc1ccc(C2C(C#N)=C(N)N(c3ncn[nH]3)C3=C2C(=O)CCC3)cc1 (centres undefined) returned SIRT5 inh -6, E-selectin induc 8.4, ERp5 inh 4, S100A4 inh HTS -5 and DENV2 CPE rescue -7.
`CCn1c(CCC(=O)O)nc2cc(S(=O)(=O)N(C)C)ccc21` gave Statin myotox sup -6, SIRT5 inh -6, ERp5 inh -7, S100A4 inh HTS 5, PglD inh 8 and DENV2 CPE rescue 0.
`C[C@@H]1CN([C@@H](C)CO)C(=O)c2cccc(NS(=O)(=O)c3cccs3)c2O[C@@H]1CN(C)Cc1ccc(C(=O)O)cc1` gave Statin myotox sup -20, SIRT5 inh 4, ERp5 inh -4, S100A4 inh HTS -21, PglD inh 0 and DENV2 CPE rescue -6.
`COc1ccccc1C1CC(=O)n2c(nc(-c3ccccc3)c2-c2ccccc2)S1` (centres undefined) gave SIRT5 inh 2, ERp5 inh 4 and S100A4 inh HTS -3.
For Cc1occc1C(=O)NNC(=O)c1nn(C)c(=O)c2ccccc12 the results were SIRT5 inh 1, E-selectin induc 1.4, ERp5 inh 3, S100A4 inh HTS -1 and DENV2 CPE rescue 4.
`CC1CCCC(NC(=O)c2cc(S(=O)(=O)N3CCCCC3)ccc2Cl)C1C` (centres undefined) gave Statin myotox sup -4, SIRT5 inh -2, E-selectin induc 0.1, ERp5 inh -3, S100A4 inh HTS -8, PglD inh 0 and DENV2 CPE rescue 4.
Screening C[C@@H]1CN([C@H](C)CO)C(=O)c2cc(NC(=O)Nc3ccc4c(c3)OCO4)ccc2O[C@@H](C)CCCCO[C@@H]1CN(C)Cc1ccc(C(=O)O)cc1 returned SIRT5 inh 3, E-selectin induc -0.4, ERp5 inh 0, S100A4 inh HTS -7, PglD inh 0 and DENV2 CPE rescue inconclusive.
For O=C(NCC(F)(F)F)[C@@H]1[C@@H](CO)[C@@H]2Cn3c(cccc3=O)[C@H]1N2CC1CCCC1 the results were SIRT5 inh 2, E-selectin induc 0.0, ERp5 inh -1, S100A4 inh HTS -2 and DENV2 CPE rescue 14.
`Cc1ccc(NC(=O)[C@@H]2O[C@H](CO)[C@H](O)[C@H](O)[C@H]2O)cc1C(F)(F)F` gave Statin myotox sup 2, E-selectin induc 1.4, ERp5 inh -1, S100A4 inh HTS 30, PglD inh 0 and DENV2 CPE rescue -7.
`CN(C)S(=O)(=O)c1ccc(C(=O)Oc2coc(CSc3ncccn3)cc2=O)cc1` gave SIRT5 inh -2, E-selectin induc -0.1, ERp5 inh 5, S100A4 inh HTS 4 and DENV2 CPE rescue 3.
Screening CC1(C)CC2(CC(c3ccccc3)c3ccc(O)cc3O2)NC(=S)N1 (centres undefined) returned SIRT5 inh -7, ERp5 inh 0, S100A4 inh HTS 1 and DENV2 CPE rescue -4.
`C=CCn1c(SCc2cc([N+](=O)[O-])cc3c2OCOC3)nc2cc(C(=O)O)ccc2c1=O` gave SIRT5 inh -1, E-selectin induc 2.3, ERp5 inh -5, S100A4 inh HTS -19, PglD inh 1 and DENV2 CPE rescue 1.
